Assay outcomes (PubChem BioAssay)
Myeloid diff 2 = induction of myeloid progenitor differentiation, primary screen, cell-based, flow cytometry, MLPCN library | AID 624256, 2012 | calls only at 10 µM | ER-HoxA9 myeloid progenitors, lysozyme-GFP differentiation | 1% of 360,000 active;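 active means normalized GFP-positive differentiation at or above the plate's own cutoff, the solvent-only control mean plus 3 SD; inconclusive means no clear call, values can overlap the other calls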;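 further: cells exposed to compound for four days before flow analysis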
Myeloid diff 2 GFP+ MAC1+ % = second read-out of Myeloid diff 2, no call of its own (marks repeat the call); GFP+ MAC1+ double positive, %; measured here: differentiation confirmed by MAC1 staining
* marks the source's active call; other numbers are inactive results; i = inactive; ? = inconclusive; nt = no result given. The list is partial; the hit share may differ from the screen's.

SMILES	Myeloid diff 2	Myeloid diff 2 GFP+ MAC1+ %
CC1(c2ccccc2)NC(=O)N(CC(=O)N2CCN(S(=O)(=O)c3cccc(C(F)(F)F)c3)CC2)C1=O (stereo not given)	i	1.1
C#Cc1ccc(NC(=O)C2(C)CCN2C(=O)C/C=C/c2ccccc2)cc1 (stereo not given)	i	0.2
CC(C)[C@H]1COCCS(=O)(=O)N1Cc1ccccc1	i	1.8
CC(C)(C)CNC(=O)c1cccc2c1C(=O)c1ccc(-c3cc4ccccc4o3)cc1S2(=O)=O	i	0.1
COC1=CC(=O)OC(c2cccc(OC)c2)C1 (stereo not given)	i	2.5
CCN(CC(=O)Nc1ccc(NC(C)=O)cc1)C(=O)c1ccccc1SCC(=O)N1CCCC1	i	0.7
C=C[C@H](Cc1ccccc1)N(Cc1ccccc1)S(=O)(=O)N(Cc1ccccc1)[C@H](C=C)Cc1ccccc1	i	1.6
O=C(NC1CCCCC1)C(c1cc2ccccc2o1)N1CCOCC1 (stereo not given)	i	0.8
CC(=O)OC[C@@H]1CN(Cc2ccccc2)C[C@H](n2cnc3c(N4CCN(c5ccccc5)CC4)ncnc32)O1	i	1.1
COCCNC(=O)C1(C)CCCN(Cc2ccc(OCc3ccccc3)cc2)C1 (stereo not given)	i	0.9
COc1cccc(OC)c1C(=O)OCC(=O)NCC1CCCCC1	i	0.5
O=C(COc1cccc(Br)c1)Nc1ccc(Cl)c(S(=O)(=O)N2CCOCC2)c1	i	1.1
COc1ccc(NC(=O)COC(=O)Cn2cnc3ccccc32)cc1	i	0.1
Cc1ccc2c(c1)c1c3n2CCN(CCC#N)C3CCC1 (stereo not given)	i	1.3
CO[C@H]1CC[C@@]2(C)[C@@H](CC[C@@H]3[C@@H]2CC[C@@]2(C)[C@H]3C[C@H](C(=O)N[C@@H](CCCN=C(N)N)C(=O)NCC(=O)N[C@@H](CC(=O)O)C(N)=O)O[C@]23CCCO3)C1	i	0.6
Nn1c(SCC(=O)Nc2ccc(N3CCOCC3)cc2)nnc1-c1ccccc1F	?	nt
CCC(Sc1nc2ccsc2c(=O)n1Cc1ccc(C(=O)O)cc1)C(=O)Nc1cc(Cl)ccc1C (stereo not given)	i	1.2
CCc1nc2ccc(C(=O)N(C)CCN(C)C)cn2c1N(C)CCC(C)C	i	0.9
CC1CCN(c2ccc3c(c2)S(=O)(=O)c2cccc(C(=O)O)c2C3=O)CC1	i	1.2
C#Cc1ccc([C@@H]2C=C(C(=O)NCc3ccccc3)O[C@H](OCCCCO)C2)cc1	i	2.0
COC(=O)[C@H](Cc1ccccc1)NC(=O)Cn1cnc2c(NCc3ccccc3)ncnc21	i	0.5
C[C@H]1CN([C@@H](C)CO)C(=O)CCCn2cc(nn2)CO[C@@H]1CN(C)C(=O)c1ccc(N2CCN(C)CC2)cc1	i	0.8
COc1ccc(CCNC(=O)N2c3ccccc3Sc3ccccc32)cc1	i	0.4
Cc1ccc(-n2c(C)nnc2SCC(=O)N(C)c2c(N)n(Cc3ccccc3)c(=O)[nH]c2=O)cc1	i	0.5
CCN(CC(=O)Nc1ccc2c(c1)OCCO2)CC(=O)Nc1ccc(C)c([N+](=O)[O-])c1	i	1.9
C[C@]12C(=O)N(c3ccccc3)C(=O)N1[C@H]1c3ccccc3OC[C@@H]1[C@H]2c1ccccc1	i	0.8
O=[N+]([O-])c1ccccc1Nc1cccc(F)c1	i	1.6
CC(C)C1Cc2[nH][nH]c(=O)c2C(c2ccc(Cl)cc2)O1 (stereo not given)	i	1.1
O=c1oc2cc(O)ccc2cc1-c1nc2ccccc2o1	i	2.4
O=S(=O)(c1ccc(OCc2ccc(Br)cc2)cc1)N1CCOCC1	i	0.6
COc1ccccc1C(C)NC(=O)c1cc(S(=O)(=O)N2CCCCC2)ccc1C (stereo not given)	i	0.9
O=C1C=C(c2ccc3ccccc3c2)C[C@@H](c2ccc(Cl)cc2)C1	i	1.4
COc1cc(C(=O)NCc2cccs2)ccc1OCc1c(C)noc1C	i	0.9
Cn1nc(C(=O)Nc2ccc(-n3cnnn3)cc2)c2ccccc2c1=O	i	0.7
O=C(NCCN1CCC(n2c(=O)[nH]c3ccccc32)CC1)c1ccc(Cl)cc1	i	0.8
COc1ccccc1NC(=O)N(C)C[C@H]1OCc2cnnn2CCCC(=O)N([C@H](C)CO)C[C@H]1C	i	0.5
COc1ccc(N2CC(C(=O)Nc3ccc(S(=O)(=O)Nc4nccs4)cc3)CC2=O)c(OC)c1 (stereo not given)	i	0.3
Cc1ccc(-c2csc(N)n2)cc1	i	1.7
CCCCCCCCC(=O)N1C(C)CCC1C (stereo not given)	i	0.5
COC(=O)C(NC(=O)C(NC(=O)C1CCC(C)CC1)C(C)C)C(C)C (stereo not given)	i	0.0
CC(=O)c1cccc(S(=O)(=O)Nc2ccccc2N2CCOCC2)c1	i	1.0
CCN(C[C@H]1N[C@@](C)(C(=O)OC)[C@H]2C(=O)N(C)C(=O)[C@@H]12)C(=O)Nc1ccc(OC)cc1	i	2.9
CCCCCCN(C(=O)CCCCCN1C(=O)NC(c2ccc([N+](=O)[O-])cc2)C(C(=O)OCc2ccccc2)=C1C)C(C(=O)NCCCC)C1CCCCC1 (stereo not given)	i	0.4
CCN(C(=O)CSc1nc2ccccc2[nH]1)C1CCS(=O)(=O)C1 (stereo not given)	i	0.8
Cc1ccccc1C(=O)N1CCC[C@H]1C(=O)N1CCC[C@H]1C(=O)NCc1ccccn1	i	0.9
Cc1ccc(NC(=O)CSc2nnc(C)n2C2CC2)cc1S(=O)(=O)N1CCOCC1	i	1.3
Cc1ccccc1Nc1nc(N)nc(COC(=O)c2nn(C)c(=O)c3ccccc23)n1	i	1.6
Cc1ccc(S(=O)(=O)Nc2cc(Cl)ccc2-n2cncn2)cc1	i	1.9
Cc1nc2ccc(NS(=O)(=O)c3c(F)cc(F)cc3Br)cc2s1	i	0.3
COc1ccccc1C(CNC(=O)CN1C(=O)NC(C)(c2ccc3ccccc3c2)C1=O)N1CCCC1 (stereo not given)	i	0.7
CCCN(C(=O)CSc1nnc(-c2ccc3c(c2)OCO3)o1)C1CCS(=O)(=O)C1 (stereo not given)	i	1.7
CC[C@]1(c2ccccc2C)ON(c2ccccc2C(F)(F)F)C1=O	i	0.7
COc1cc(C)ccc1OCCCOc1cc(C)ccc1Cl	i	0.2
OC1CNc2c(ccc3ccccc23)C1 (stereo not given)	i	1.2
O=C(COC(=O)c1ccccc1Cl)Nc1cccc(S(=O)(=O)N2CCCCC2)c1	i	1.1
CSc1ccc(/C=C/C(=O)OCC(=O)NC2CC2)cc1	i	0.7
CCc1nc2ccc(C(=O)NCCOc3ccc(OC)cc3)cn2c1N(CC)Cc1ccc(OC)c(OC)c1	i	1.1
COc1cccc(C(=O)c2ccccc2C(=O)O)c1	i	1.1
CCc1ccccc1Nc1nc(N)nc(COC(=O)C2CCN(C(=O)c3ccc(F)cc3)CC2)n1	i	0.2
CCCN1CCN(C(=O)c2ccc(-c3ccc([N+](=O)[O-])cc3)o2)CC1	i	0.7

Next part:
SMILES	Myeloid diff 2	Myeloid diff 2 GFP+ MAC1+ %
CC(=O)c1sc(NC(=O)CCS(=O)(=O)c2ccc(F)cc2)nc1C	?	nt
CN(C)CCC(=O)C(Cc1ccccc1)c1ccccc1 (stereo not given)	i	0.5
COC(=O)C[C@H](NC(=O)Cn1cnc2c(NCc3ccccc3)ncnc21)C(=O)OC	i	1.1
CN1CC(O)(C(O)C(O)C(O)CO)SC1=S (stereo not given)	i	0.7
COc1ccc(C(C#N)=Cc2ccc(NC(C)=O)cc2)cc1	i	0.9
O=S(=O)(c1ccc(SCc2ccccc2)nc1)N1CCCCCC1	i	0.3
COc1cccc(S(=O)(=O)N(C)C[C@@H]2OCc3cn(nn3)CCCC(=O)N([C@H](C)CO)C[C@H]2C)c1	i	1.2
Cn1c(=O)c2c(nc(CN3CCCCC3)n2CCCc2ccccc2)n(C)c1=O	i	0.9
O=C1OC(O)c2cccc3cccc1c23 (stereo not given)	i	0.3
COc1ccc(NS(=O)(=O)c2ccc(C(=O)N3CCC(C)CC3)cc2)cc1	i	1.9
C[C@@H]1CN([C@H](C)CO)C(=O)c2cc(Br)cnc2O[C@@H]1CN(C)Cc1cncnc1	i	0.6
COc1cc(C#Cc2c(-c3cncn3C)n(C)c3ccc(-c4cc(OC)c(OC)c(OC)c4)cc23)cc(OC)c1	i	2.9
O=C(COC(=O)c1ccc(C(F)(F)F)cc1)Nc1cccc(S(=O)(=O)NC2=NCCCCC2)c1	i	0.4
Cc1cccc(C(=O)O)c1[N+](=O)[O-]	i	1.0
CCCS(=O)(=O)NC(=O)C1(C)CCCN(C(=O)c2c(OC)cccc2OC)C1 (stereo not given)	i	0.3
CN(C)S(=O)(=O)c1ccc(NC(=O)CN2CCCC2c2ccc3c(c2)OCCCO3)cc1 (stereo not given)	i	0.4
COc1ccc(/C=C/C(=O)O/N=C(\N)c2ccccn2)cc1OC	i	0.4
COCC(=O)N1C[C@H]2CON(C)[C@H]2C[C@H]1c1cccc(-c2ccccc2)c1	i	0.8
C#CCN1[C@@H]2CCN(C2)c2cc(Br)ccc2S1(=O)=O	i	0.2
Cc1cccc(-c2oc3ccc(-c4ccc5c(c4)OCO5)cc3c2-c2ccc(OC3CCCCO3)cc2)c1 (stereo not given)	i	1.5
COc1cccc(C(=O)N2CCC[C@H]2C(=O)N2CCC[C@H]2C(=O)NCc2ccccn2)c1	i	0.0
O=C(CCCCO)c1ccc(O)c(Cl)c1	i	0.3
CC1(C(=O)Nc2ccccc2Br)CCN1C(=O)Cc1ccccc1Cl (stereo not given)	i	0.5
COc1ccc(NS(=O)(=O)c2cccc(C(=O)N3CCN(C(=O)c4ccco4)CC3)c2)cc1	i	0.1
CCN(C(=O)c1ccc(=O)[nH]c1)c1c(N)n(Cc2ccccc2)c(=O)[nH]c1=O	i	0.7
CC(C)(C)c1nnc2sc(SCC(=O)NCc3ccco3)nn2c1=O	i	1.3
O=C(NC1CC1)C1CCN(S(=O)(=O)c2cc([N+](=O)[O-])ccc2Cl)CC1	i	1.1
CC(O)(c1ccc(Cl)cc1)C(c1ccccc1)c1ccccn1 (stereo not given)	i	0.6
C[C@H](CO)N1C[C@H](C)[C@@H](CN(C)C(=O)NC2CCCCC2)OCc2cnnn2CCCC1=O	i	1.2
COc1ccc([C@H]2CN(CCc3ccccc3)C(=O)[C@@H]2CC(=O)Nc2ccccc2)cc1	i	0.4
CC1(C)CC(=O)C(CSC(=O)c2ccccc2)C(=O)C1	i	0.8
OC[C@@H]1CN(Cc2ccc(F)cc2)C[C@H](n2cnc3c(NCc4ccco4)ncnc32)O1	i	0.1
Cc1cc(C(=O)Nc2ccon2)ccc1[N+](=O)[O-]	i	0.4
CC(C)[C@H](COC=O)NC(=O)[C@H]1O[C@@H](n2ccc(N)nc2=O)[C@H](O)[C@@H]1O	i	1.5
OCC[C@H]1C[C@@H](O)[C@H](O)[C@@]2(OCc3ccccc32)O1	i	4.6
CCC(c1nnnn1-c1ccc2c(c1)OCCO2)N1CCN(c2cccc(C)c2C)CC1 (stereo not given)	i	1.3
CC1(C(=O)NCc2ccccc2Br)CCN1C(=O)C1(c2ccc(Cl)cc2)CC1 (stereo not given)	i	0.4
COC(=O)Cc1ccc(OC2(C)CCN(Cc3ccc4c(c3)OCCO4)C2)cc1 (stereo not given)	i	2.5
Cc1cc(C)c2c(CN3CCN(c4ccccc4F)CC3)cc(=O)oc2c1	i	0.8
Cc1ccc2nc(-c3ccco3)c(CC(C)(C)C)n2c1	i	0.8
COc1ccc(CN(C)CCCn2cnc3c(OC)ncnc32)cc1OC	i	0.4
COc1ccccc1/C=C/C(=O)OCC(=O)N1CCc2ccccc21	i	0.3
CSCc1c(C(=O)OCC(=O)c2ccc[nH]2)oc2ccccc12	i	2.2
Cc1cc2oc(=O)cc(CN3CCCCC3)c2cc1Cl	i	1.4
O=C(NCc1ccccc1Cl)c1ccc2nc([C@H]3C[C@H](O)[C@@H](CO)O3)[nH]c2c1	i	0.6
COc1ncc(-c2ccc(N3C(c4ccsc4)=Cc4ccccc4C3CC(C)=O)cc2)cn1 (stereo not given)	i	0.9
CCCCN1C[C@H](c2ccccc2)[C@@H](CC(=O)NC)C1=O	i	3.0
C[C@@H]1CN([C@@H](C)CO)C(=O)CCCn2nncc2CO[C@H]1CN(C)Cc1ccc(Cl)c(Cl)c1	i	0.2
